GLP-1R inv ag: acts as inverse agonist at human GLP-1 receptor | 1.6% of 410,000 active | AID 624417 | HEK293 GLP-1R CRE-luciferase, luminescence, 24 h; GLP-1R form is constitutively active | P43220 | Potency, µM (doses to about 38.3 µM), for inactives: at the top dose activity change, negative = inhibition, actives largely listed as inhibitors; further: potency means the concentration at half of the fitted maximal effect; on the % scale 0 is the no-effect control and ±100 the full control effect; nearly all actives have a fitted effect of over 55% in size
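Stable HEK293 clone (constitutively active GLP-1R + cAMP-response luciferase); 200 cells/uL plated, 12 h pre-culture, compound 24 hr, 37 deg C/5% CO2; detection reagent 12 min RT; luminescence.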
PLK1 PBD block: PLK1 (human) polo-box domain binding inhibition | P53350 | Plk1 PBD binding of FITC phosphopeptide, fluorescence polarization | Potency, µM, for the others: max response, negative = inhibition, usual class: inhibitors | 2.8% of 360,000 active; further: potency means the concentration at half of the fitted maximal effect; series mostly up to about 57 µM; on the % scale 0 is the no-effect control and ±100 the full control effect; nearly all actives have a fitted effect of over 65% in size
Target sequence (P53350 whole entry, looked up, the tested form may be a part): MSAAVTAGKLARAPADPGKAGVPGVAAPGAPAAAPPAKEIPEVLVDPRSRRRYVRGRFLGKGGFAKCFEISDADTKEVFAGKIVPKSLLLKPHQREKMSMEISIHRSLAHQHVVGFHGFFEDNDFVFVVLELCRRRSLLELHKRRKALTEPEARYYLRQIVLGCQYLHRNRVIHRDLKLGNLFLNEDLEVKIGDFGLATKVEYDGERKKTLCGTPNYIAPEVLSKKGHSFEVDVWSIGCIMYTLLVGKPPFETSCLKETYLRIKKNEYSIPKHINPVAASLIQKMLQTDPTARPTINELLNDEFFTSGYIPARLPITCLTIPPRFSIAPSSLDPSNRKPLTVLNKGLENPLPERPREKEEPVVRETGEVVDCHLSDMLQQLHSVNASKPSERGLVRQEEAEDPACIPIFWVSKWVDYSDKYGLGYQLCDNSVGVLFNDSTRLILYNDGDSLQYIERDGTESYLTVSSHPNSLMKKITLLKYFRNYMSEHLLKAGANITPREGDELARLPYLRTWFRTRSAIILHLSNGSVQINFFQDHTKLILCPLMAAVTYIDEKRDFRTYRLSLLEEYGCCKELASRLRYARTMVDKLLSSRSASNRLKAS
PI5P4Ka inh: inhibitors of human PI5P4K alpha. max response, %. 1.2% of 330,000 active. PI5P4Kalpha enzyme, ADP-Glo luminescence, 60 min; stronger effect = lower value; active means max response of -50% or lower; inconclusive means between -30% and -50%; inactive means -30% or higher; further: value at the top dose of about 77 µM; on the % scale 0 is the no-effect control and ±100 the full control effect
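Compounds were pin-transferred onto PI5P4Kalpha and substrate in HEPES pH 7.4 buffer with EGTA, CHAPS and 5% DMSO. ATP (5 microM final) started the reaction, which ran 60 minutes at room temperature before ADP-Glo detection.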
GLP1R ag: agonists of human GLP-1 receptor; Potency, µM (doses to about 45.6 µM), for inactives: top-dose activation, most hits filed as activators; HEK293 GLP-1R CRE-luciferase, luminescence, 4-6 h; cells express a hypersensitive GLP-1R form; AID 624172; P43220; 0.007% of 380,000 active; further: potency means the concentration at half of the fitted maximal effect; % of control where 0% means no effect
GLP1R cytotox: cytotoxicity counter-screen for GLP-1 receptor inverse agonists | HEK293 cAMP-luciferase reporter cells, luminescence, 24 h | AID 624418 | 0.13% of 410,000 active | Potency, µM (series often up to 38.3 µM), for inactives: top-dose activity change, negative = inhibition, actives largely listed as inhibitors;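 further: loss of luciferase light is scored as toxicity; potency means the concentration at half of the fitted maximal effect; on the % scale 0 is the no-effect control and ±100 the full control effect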
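Cells in DMEM/10% Nu serum/1% pen-strep, 1536-well format. Pre-incubated 12 h, dosed with 23 nL compound, incubated a further 24 h. Luciferase detection, 12 min at room temp, luminescence.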
D3 antag: antagonists of human D3 dopamine receptor; D3R cells, DiscoveRx beta-arrestin luminescence, antagonist mode; stronger effect = lower value; max response, negative = inhibition, %; 2.5% of 360,000 active; P35462; in the data active means max response below about -50%; inconclusive means no clear call, values can overlap the other calls; further: on the % scale 0 is the no-effect control and ±100 the full control effect; mostly tested at two doses, the higher about 12 µM
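Cells expressing the human receptor were seeded at 1500 cells/well, incubated overnight at 37 degrees C in 5% CO2, then exposed to library compounds with dopamine controls for 90 minutes at 37 degrees C before luminescent detection.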
IL2 activator: IL-2 activation; IL-2 activation reporter assay, cell-based qHTS; stimulated with anti-CD3/CD4/CD28 beads; in transgenic mouse T cells; activation, % (series mostly up to about 46 µM); 0.065% of 360,000 active; AID 652025; in the data active means activation above about 50%; inconclusive means mostly about 30% to 49%; further: 0% is about no effect
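Unstimulated transgenic mouse T cells; 60-min compound exposure; bead-based TCR/CD4/CD28 stimulation; 18 h culture, 37 degrees C; dual fluorescence (EGFP, DsRed) plate cytometry.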
DRD3 agonist: D3 dopamine receptor (human) agonism; 0.58% of 410,000 active; P35462; max activation, %; D3R DiscoveRx beta-arrestin cells, luminescence, 90 min; in the data active means max activation above about 30%; further: 0% is about no effect; mostly tested at two doses, the higher about 12 µM
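Agonist mode: compounds and dopamine controls were applied to plated cells for 90 min at 37 degrees C after an overnight attachment at 1500 cells/well. Luminescent read-out followed 30 - 60 minutes at room temperature with DiscoveRx detection reagent.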
WRN inhibitor: WRN helicase (human) inhibition; Q14191; 0.46% of 360,000 active; AID 651768; WRN helicase unwinding, fluorescent forked duplex, kinetic; Potency, µM (titrated, usually from 114 µM), without a hit: top-dose activity change, negative = inhibition, actives largely listed as inhibitors; further: potency means the concentration at half of the fitted maximal effect; on the % scale 0 is the no-effect control and ±100 the full control effect; nearly all actives have a fitted effect of over 55% in size
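Kinetic fluorescence helicase assay: unwinding of a quenched forked DNA duplex (100 nM final) with 2 mM ATP final raises red fluorescence (525/598 nm). Compounds sat 15 min at room temperature with 20 nM WRN beforehand.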
* marks the source's active call; other numbers are inactive results; ? = inconclusive; . = no result given; & = joins results of further samples; ! = not active in a repeat; [ ] = another dose, or the depositor's remark. Unless noted, the call rests on the fitted dose curve; in most records, active means well fitted curve in the direction sought with a large enough effect; inconclusive means small, poorly fitted or top-dose-only effect, or another doubt; inactive means no such curve, though single readings can be large; an effect the other way counts as inactive or inconclusive.

Abbreviations – A = GLP-1R inv ag; B = PLK1 PBD block; C = PI5P4Ka inh; D = GLP1R ag; E = GLP1R cytotox; F = D3 antag; G = IL2 activator; H = DRD3 agonist; I = WRN inhibitor
1) COc1ccc(OCC(=O)NCc2ccc(Cl)cc2)cc1
  A: ? | B: -11% | C: -7 | D: 3% | E: -11% | F: -8 | G: -1.5 | H: -5 | I: 9%

2) COc1ccc(S(=O)(=O)N2CCC(C(=O)NCCN3CCOCC3)CC2)cc1C
  A: 9% | B: -18% | C: 1 | D: 4% | E: -1% | F: 8 | G: 6.7 | H: 3 | I: -4%

3) O=C(NCc1ccc2c(c1)OCO2)C1CCCN(S(=O)(=O)c2cccc3nonc23)C1 (stereo unspecified)
  A: ? | B: 27µM*! | C: ? | D: -13% | E: -2% | F: 4 | G: 0.3 | H: 3 | I: -7%

4) CS(=O)(=O)Nc1ccc(-c2nnc3n2CCCCC3)cc1
  A: 1% | B: -7% | C: -1 | D: -1% | E: -7% | F: -10 | G: -1.7 | H: -1 | I: 7%

5) C[C@@H]1CN([C@@H](C)CO)C(=O)c2cc(Br)cnc2O[C@H]1CN(C)C(=O)NC1CCCC1
  A: 0% | B: ? | C: -5 | D: -2% | E: -2% | F: 3 | G: -2.0 | H: -5 | I: 1%

6) COc1nc(OC)nc(Oc2ccc([N+](=O)[O-])cc2Cl)n1
  A: 5% | B: 3% | C: 1 | D: 1% | E: -32% | F: 12 | G: 1.7 | H: 0 | I: -11%

7) COc1ccc(Cl)cc1NC(=O)CN(C)C(=O)C1COc2ccccc2O1 (stereo unspecified)
  A: ? | B: 3% | C: 3 | D: -6% | E: -14% | F: 1 | G: 1.1 | H: -5 | I: -5%

8) CCOC(=O)C1CCN(C(=O)c2cccnc2Cl)CC1
  A: 6% | B: -1% | C: . | D: -7% | E: 1% | F: 8 | G: 0.6 | H: 26 | I: 6%

9) COC(=O)c1ccc(CN(C)S(=O)(=O)c2cccs2)cc1
  A: 14% | B: -6% | C: 6 | D: 9% | E: ? | F: 5 | G: 1.9 | H: -3 | I: -8%

10) CCOC(=O)CCC(NC(=O)CCC(=O)NC(CCC(=O)OCC)C(=O)OCC)C(=O)OCC (stereo unspecified)
  A: -7% | B: -23% | C: -3 | D: 8% | E: 8% | F: -27 | G: 0.9 | H: -3 | I: -12%

Retrieved one by one from above:
Abbreviations – A = GLP-1R inv ag; B = PLK1 PBD block; C = PI5P4Ka inh; D = GLP1R ag; E = GLP1R cytotox; F = D3 antag; G = IL2 activator; H = DRD3 agonist; I = WRN inhibitor
1) COc1ccc(OCC(=O)NCc2ccc(Cl)cc2)cc1
  A: ? | B: -11% | C: -7 | D: 3% | E: -11% | F: -8 | G: -1.5 | H: -5 | I: 9%

2) COc1ccc(S(=O)(=O)N2CCC(C(=O)NCCN3CCOCC3)CC2)cc1C
  A: 9% | B: -18% | C: 1 | D: 4% | E: -1% | F: 8 | G: 6.7 | H: 3 | I: -4%

7) COc1ccc(Cl)cc1NC(=O)CN(C)C(=O)C1COc2ccccc2O1 (stereo unspecified)
  A: ? | B: 3% | C: 3 | D: -6% | E: -14% | F: 1 | G: 1.1 | H: -5 | I: -5%

8) CCOC(=O)C1CCN(C(=O)c2cccnc2Cl)CC1
  A: 6% | B: -1% | C: . | D: -7% | E: 1% | F: 8 | G: 0.6 | H: 26 | I: 6%

Later entries.
Abbreviations – A = GLP-1R inv ag; B = PLK1 PBD block; C = PI5P4Ka inh; D = GLP1R ag; E = GLP1R cytotox; F = D3 antag; G = IL2 activator; H = DRD3 agonist; I = WRN inhibitor
11) Cn1c(CCNS(=O)(=O)c2ccccc2)nc2cc([N+](=O)[O-])ccc21
  A: 9% | B: -1% | C: 0 | D: -2% | E: 2% | F: -11 | G: -2.6 | H: -4 | I: -1%

12) Cc1cc(Cl)ccc1OC(C)C(=O)Nc1cnn(CCCC(=O)O)c1 (stereo unspecified)
  A: 7% | B: -1% | C: -4 | D: -3% | E: -1% | F: -12 | G: -1.1 | H: 4 | I: -5%

13) CCCN(CCC)CCNC(=O)c1cc2c(-c3ccc(Cl)cc3)nn(C)c2s1
  A: ? | B: 0% | C: 3 | D: 10% | E: -10%&5% | F: ? | G: -3.9 | H: -10&-27 | I: 14%

14) N/C(=N\NC(=O)c1ccccc1)c1cc2ccccc2oc1=O
  A: 12% | B: 21µM* | C: -21 | D: -5% | E: -3% | F: 7 | G: 0.1 | H: 3 | I: 2%

15) COC(=O)[C@]12CCCCC=C1N(Cc1ccccc1)C(=O)[C@H](CC(=O)N1CCSCC1)C2
  A: -12% | B: -6% | C: 4 | D: -4% | E: 5% | F: 30 | G: 1.1 | H: 2 | I: -8%

16) Cc1nn(C)c(Oc2cccc(C(F)(F)F)c2)c1C=O
  A: -10% | B: ? | C: -9 | D: -2% | E: 1% | F: 6 | G: -0.7 | H: -5 | I: -1%

17) C[C@H]1CN([C@@H](C)CO)C(=O)CCCn2cc(nn2)CO[C@@H]1CN(C)S(=O)(=O)c1ccc(C#N)cc1
  A: -7% | B: -23% | C: 1 | D: 16% | E: 17% | F: -27 | G: -2.2 | H: -8 | I: -6%

18) COc1ccccc1C(=O)NC(=O)CSc1ccc(C)c(C)c1
  A: 5% | B: -7% | C: 1 | D: -1% | E: -9% | F: -8 | G: 0.0 | H: 5 | I: -24%

19) CSc1nn(Cc2cccc(F)c2)c(N(C(C)=O)C(C)=O)c1S(=O)(=O)c1ccccc1
  A: ? | B: . | C: . | D: -4% | E: -11% | F: . | G: . | H: 0 | I: .

20) COc1cc(C=O)ccc1OCc1ccc(Cl)nc1
  A: 0% | B: -12% | C: 8 | D: 12% | E: -5% | F: 8 | G: -0.5 | H: 21 | I: -1%

One compound at a time, as listed above.
CCOC(=O)C1CCN(C(=O)c2cccnc2Cl)CC1 as listed: GLP-1R inv ag = 6%; PLK1 PBD block = -1%; PI5P4Ka inh = .; GLP1R ag = -7%; GLP1R cytotox = 1%; D3 antag = 8; IL2 activator = 0.6; DRD3 agonist = 26; WRN inhibitor = 6%
COc1ccc(Cl)cc1NC(=O)CN(C)C(=O)C1COc2ccccc2O1 (stereo unspecified) as listed: GLP-1R inv ag = ?; PLK1 PBD block = 3%; PI5P4Ka inh = 3; GLP1R ag = -6%; GLP1R cytotox = -14%; D3 antag = 1; IL2 activator = 1.1; DRD3 agonist = -5; WRN inhibitor = -5%

(continued)
Abbreviations – A = GLP-1R inv ag; B = PLK1 PBD block; C = PI5P4Ka inh; D = GLP1R ag; E = GLP1R cytotox; F = D3 antag; G = IL2 activator; H = DRD3 agonist; I = WRN inhibitor
21) COc1cccc(N2CCN(C(=O)c3ccc(Cn4c(=O)[nH]c5cc(OC)c(OC)cc5c4=O)cc3)CC2)c1
  A: 3% | B: . | C: . | D: 1% | E: 6% | F: . | G: . | H: -9 | I: .

22) CCOC(=O)c1[nH]c2c(c1C)C(=O)CC(c1ccc(OCC)c(OC)c1)C2 (stereo unspecified)
  A: -3% | B: -9% | C: -6 | D: 24% | E: -2% | F: 1 | G: -0.3 | H: 0 | I: -32%[57.1 µM]

23) COc1ccc(Cn2nnnc2C(c2ccc(F)cc2)N2CCN(C3CCCC3)CC2)cc1 (stereo unspecified)
  A: ? | B: 0% | C: -3 | D: 4% | E: -27% | F: -1 | G: -0.4 | H: -16 | I: -11%

24) O=C(Nc1ccc(OCC(=O)N2CCOCC2)cc1)c1ccccc1F
  A: -27% | B: -3% | C: 1 | D: 1% | E: 1% | F: 2 | G: -2.8 | H: -2 | I: -15%

25) Cc1ccc2nc(C3CCN(CC(=O)Nc4ccc5c(c4)OCCO5)CC3)[nH]c2c1
  A: 0% | B: 0% | C: . | D: 16% | E: -12% | F: -2 | G: -0.5 | H: -16 | I: -11%

26) O=C1c2cccc(OCc3ccc(F)cc3)c2CCN1Cc1ccc(F)cc1
  A: ? | B: -10% | C: 11 | D: -9% | E: -4% | F: 6 | G: -0.1 | H: 6 | I: -2%

27) COc1ccc(/C=C2\SC(=O)N(CC(=O)Nc3ccc(O)cc3)C2=O)cc1OC
  A: -10% | B: -5% | C: -16 | D: 7% | E: -4% | F: -12 | G: -0.2 | H: -23 | I: -13%

Source: PubChem BioAssay

The order is random; 7.8% or so of the library scored in one or more.
